HSF1 activator: increases HSF-1 driven luciferase reporter signal; activation, % at 9 µM; AID 504408; 1.7% of 300,000 active; NIH3T3-HGL HSF-1 luciferase reporter, MG132, 8 h; 100% = twice DMSO control signal;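 active means mean replicate activation of at least 50% with a set share of replicates each reaching 50%; inconclusive means only one of those two conditions met; inactive means mean below 50% and too few replicates reaching it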;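 further: 0% = median of the neutral control wells and 100% = twice that signal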
HIF act: HIF pathway transcriptional activation. U2OS HRE-luciferase reporter, luminescence; normalized: DMSO 0%, desferrioxamine 100%. activation, % at 7.5 µM (by protocol). 0.32% of 300,000 active;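 active means mean activation of at least 10% of the iron chelator positive control signal, with at least half of replicates also reaching 10%; inconclusive means mean and replicate majority disagree about reaching 10%; inactive means mean and most replicates under 10%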
KLF5 inhibitor: kruppel-like factor 5 inhibition; AID 1700; DLD-1 KLF5 promoter-luciferase reporter, luminescence; 0.23% of 290,000 active; inhibition, % at 5 µM;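 active means inhibition above a per-plate limit of that plate's mean compound inhibition plus 3 SD, cut at about 60% in these data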;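 further: 0% = DMSO wells and 100% = LY294002 at 200 µM; higher means less KLF5 promoter-driven luciferase light; inactives centre near -14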
aSyn UTR inh: MLPCN primary screen, SNCA 5' untranslated region. inhibition, % (tested at 7.5 µM). 0.82% of 300,000 active. alpha-synuclein 5'UTR reporter, inhibitor activity; in the data active means inhibition above about 60%; inconclusive means no clear call, values can overlap the other calls;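 further: H4 neuroglioblastoma cells stably carrying SNCA 5'UTR luciferase fusion; 0% = DMSO wells and 100% = positive control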
SKKanGAS inh: inhibitors of SKKanGAS S. pyogenes growth in kanamycin (SK-promoter or general growth effect). AID 1662. BacTiter-Glo, 6 h. 1.3% of 300,000 active. inhibition, % at 7.5 µM;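 active means mean replicate score, as percent of positive control median, at least 50; inconclusive means mean below 50 but one replicate at or above 50; inactive means mean and every replicate below 50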;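 further: strain carries kanamycin resistance gene driven by streptokinase promoter and grows in 40 µg/ml kanamycin; loss of luminescence reflects streptokinase promoter inhibition or plain growth inhibition; 0% = median of DMSO wells and 100% = positive control at its reference dose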
IEC-6 tox: IEC-6 cytotoxicity, counter-screen for KLF5 inhibitors | inhibition, % at 5 µM | luminescence viability | 0.78% of 290,000 active; in the data active means inhibition above about 22%;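 further: 0% = plate median of test compound wells and 100% = cytotoxic reference compound wells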
AI-2 QS modul: Vibrio harveyi AI-2 quorum sensing modulation; Vibrio harveyi JMH597 AI-2 luminescence/OD600 ratio, 9 h; active compounds read low; strain lacks LuxN and CqsS sensors; 0 = neutral-control median; activity change, % at 7.5 µM; 0.4% of 300,000 active; AID 2094; in the data active means activity change below about -75%, passing the limit was not always enough; inconclusive means no clear call, values can overlap the other calls;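 further: luminescence divided by OD600 gain over 9 h not by final OD600 alone; inactives centre near 13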
Platelet DG rel: platelet dense granule release activity; inhibition, %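 (compounds screened at 7.5 µM in platelet-rich plasma)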; 0.22% of 300,000 active; human platelet-rich plasma, SFLLRN dense granule ATP release, luminescence;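 active means mean replicate score, as percent of positive control, at or above 50; inconclusive means mean below 50 but at least one replicate at or above 50; inactive means mean and every replicate below 50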
HSP90 refold inh: blocks HSP90-mediated luciferase refolding in reticulocyte lysate. Rabbit reticulocyte lysate, luciferase refolding luminescence, 3 h. inhibition, % at 5.6 µM. 0.91% of 290,000 active. AID 1789;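 active means inhibition above the screen-wide mean plus 3 SD, computed separately per campaign, cut at about 16% in these data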;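 further: 0% = DMSO wells and 100% = 60 µM geldanamycin wells; inhibitors lower the luminescence because luciferase stays unfolded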
HSF1 inh: HSF1 inhibition; 0.77% of 300,000 active; activity change, negative = inhibition, % at 7.5 µM (by protocol); AID 2098; NIH3T3-HGL HSE-luciferase, MG132-induced, luminescence 8 h; active compounds read low;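 active means more than half of replicate wells show activity change below -50%, luminescence cut by over half; inconclusive means some wells, but at most half, below -50%; inactive means no replicate well below -50%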;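 further: luciferase reports HSF-1 transcriptional activity via heat shock element; 0% = median of DMSO wells and -100% = zero luminescence signal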
* marks the source's active call; other numbers are inactive results; ? = inconclusive; · = not tested or not shown.

SMILES	HSF1 activator	HIF act	KLF5 inhibitor	aSyn UTR inh	SKKanGAS inh	IEC-6 tox	AI-2 QS modul	Platelet DG rel	HSP90 refold inh	HSF1 inh
CC(C)CNC(=S)NC(=O)c1ccc(Cl)cc1	?	1.0	-57	-111	-4	5	14	7	1	25
O=C(NCCNC(=O)c1cccc(O)c1)c1cccc(O)c1	13	-0.4	-42	-1	-10	1	22	-4	0	3
Cc1oc(S(=O)(=O)N2CCCCC2)cc1NC(=O)Nc1ccc(F)cc1	-29	0.1	5	2	5	2	10	-9	1	-18
CCSc1nnc(NC(NC(=O)c2ccco2)(C(F)(F)F)C(F)(F)F)s1	21	0.2	-2	-10	-4	-1	14	-2	-2	0
COc1ccccc1-c1cc(C(=O)Nc2cccnc2)no1	15	0.5	38	?	-11	58*	7	-6	1	9
CC(C)=CCN1CCN(Cc2cccn2-c2ncccn2)CC1CCO (stereo unspecified)	2	-0.1	9	-20	-8	-7	19	4	1	-1
CC(C)(C)C(=O)Cn1nnc(-c2ccc(C(F)(F)F)cc2)n1	·	·	0	·	-3	1	-80*	·	2	·
O=C(CN(C(=O)c1csnn1)c1ccc(Cl)cc1)NCc1ccc2c(c1)OCO2	16	2.6	-23	-1	-5	-2	2	6	3	-2
Cn1ccc(/C=N/N=C2/NC(=O)CS2)n1	6	1.0	-20	1	0	1	-2	-5	1	7
Cc1ccc(SCc2cn3cc(Cl)ccc3n2)cc1	54*	2.9	-64	-136	0	4	-50	1	-4	22
CN(CC(=O)Nc1ccccc1Cl)C1CCCCC1	6	-1.5	-28	-5	8	-5	7	4	5	1
CCCOC(=O)c1ccc(Oc2cn[nH]c2-c2ccc(O)cc2O)cc1	52*	0.9	1	-6	76*	-1	85	-2	-2	13
CC(C)c1ccc(-c2nc(N3CCCC3)nc3n[nH]c(N)c23)cc1	8	0.8	-9	50	53*	3	8	-4	-2	-6
CCOC(=O)c1cc(CC)sc1NC(=O)CSc1nc2ccccc2c(=O)n1Cc1ccco1	3	0.3	-12	45	8	-2	21	1	1	-3
CC(=O)/C(=N/Nc1ccc([N+](=O)[O-])cc1)N1CCCc2ccccc21	21	-1.2	-9	39	9	1	·	3	5	5
O=C(COC(=O)[C@H](Cc1ccccc1)NC(=O)c1cccs1)NC1CCCCC1	23	0.0	9	2	-9	0	20	-11	-1	13
CCN(C(=O)COC(=O)/C=C/c1c(C)nn(-c2ccccc2)c1C)C1CCS(=O)(=O)C1 (stereo unspecified)	-6	0.1	-13	6	-1	4	21	5	3	-4
CCOc1cccc(C(=O)NC(=S)Nc2cccc(NC(=O)c3ccccc3Cl)c2)c1	-1	0.5	-16	-22	20	-2	44	-1	-6	-5
Cc1nnc(SCc2ccc3c(c2)OCO3)s1	14	3.5	-65	-72	2	-2	-6	-7	-2	8
O=C1c2ccccc2C(=O)N1CCCON1C(=O)c2ccccc2C1=O	-1	-0.2	-12	10	-5	2	3	-7	-1	-5

Structures from the list above that contain a thiophene ring, fused or not, in the order listed:
SMILES	HSF1 activator	HIF act	KLF5 inhibitor	aSyn UTR inh	SKKanGAS inh	IEC-6 tox	AI-2 QS modul	Platelet DG rel	HSP90 refold inh	HSF1 inh
CCOC(=O)c1cc(CC)sc1NC(=O)CSc1nc2ccccc2c(=O)n1Cc1ccco1	3	0.3	-12	45	8	-2	21	1	1	-3
O=C(COC(=O)[C@H](Cc1ccccc1)NC(=O)c1cccs1)NC1CCCCC1	23	0.0	9	2	-9	0	20	-11	-1	13

The list goes on.
SMILES	HSF1 activator	HIF act	KLF5 inhibitor	aSyn UTR inh	SKKanGAS inh	IEC-6 tox	AI-2 QS modul	Platelet DG rel	HSP90 refold inh	HSF1 inh
Cc1cccc(C(=O)NC(NC(=S)Nc2ccc(S(N)(=O)=O)cc2)C(Cl)(Cl)Cl)c1 (stereo unspecified)	-3	0.2	-6	12	2	-1	10	-5	1	-1
CCOc1ccc(/C(O)=C2\C(=O)C(=O)N(c3ccc(OC)cc3)C2c2ccccc2[N+](=O)[O-])cc1 (stereo unspecified)	-3	1.4	-111	-69	14	5	29	15	0	0
Cc1ccc(Cl)cc1N1CCN(Cc2nc3c(c(=O)[nH]c(=O)n3C)n2CCc2ccccc2)CC1	-6	0.0	-27	5	1	1	26	0	-2	7
COC(CNC(=O)c1ccc(CS(=O)(=O)c2ccc(Br)cc2)o1)OC	0	0.5	-13	-16	9	2	0	-1	2	-1
O=C(C1COc2ccccc2O1)N1CCN(c2nc3ccc([N+](=O)[O-])cc3s2)CC1 (stereo unspecified)	-9	0.1	·	7	6	·	15	-3	·	-3
C1=C(c2ccccc2)Nc2ncnn2C1c1ccccc1 (stereo unspecified)	0	3.9	·	-6	4	·	-5	-2	·	4
COc1cccc(-c2cnc(NCc3cc(Cl)ccc3O)n2C)c1	-5	-0.8	5	-26	5	10	1	-5	0	-12
C=CCn1c(SCC(N)=O)nc(C)cc1=O	1	-0.1	-54	7	-1	-2	18	5	-1	7
N#CC1=C(N)Oc2[nH]c(=S)[nH]c(=O)c2C12C(=O)Nc1ccccc12 (stereo unspecified)	4	-0.3	0	-17	·	0	22	-1	3	-5
COc1ccccc1NC(=S)N/N=C/c1ccc(O)cc1	81*	2.9	-97	-157	0	4	12	6	8	40
O=S(=O)(c1ccc(Br)cc1)c1nc(-c2ccccc2)oc1NCCN1CCOCC1	-24	-0.2	-20	-23	6	-3	23	-1	1	-9
COc1ccc(C2c3c(oc4ccccc4c3=O)C(=O)N2CC2CCCO2)cc1 (stereo unspecified)	10	0.1	-36	-5	-12	-4	23	-13	0	10
O=C1C=C(NCCc2ccccc2)C2(CCCCC2)O1	-3	0.1	10	-5	1	1	12	-7	-3	-4
CC1=CC(=O)N(c2ccn(C)n2)C1=O	6	-1.0	2	2	-1	2	10	-5	0	1
COc1ccc(CNCC(O)(c2ccccc2)c2ccc(F)cc2)cc1OC (stereo unspecified)	9	-0.4	14	-6	-1	5	17	-2	0	-2
NNc1ccc2nnc(C(F)(F)C(F)(F)C(F)(F)F)n2n1	9	0.1	-4	0	-2	3	5	-1	2	-2
COc1ccc(C2C(C(=O)c3cccs3)=C(O)C(=O)N2c2cccc(C)n2)cc1OC (stereo unspecified)	10	-0.3	-7	-20	5	-4	-8	7	1	-3
COc1cc(OC)cc(C(=O)N[C@H](C(=O)OCC(=O)NC(C)c2ccccc2)C(C)C)c1 (stereo partly specified)	-3	0.2	2	15	4	1	9	-4	-2	3
CCCCN(C)S(=O)(=O)c1ccc(C(=O)N(CCN(C)C)c2nc3ccc(C)cc3s2)cc1	20	1.5	-7	-74	-5	-3	11	2	0	5
O=C(c1ccccc1)N1N=C(c2ccccc2)CC1c1ccc2nccnc2c1 (stereo unspecified)	23	0.4	7	-39	3	0	10	3	2	0
O=C1OCCC1Sc1nnc(-c2ccc(O)cc2)o1 (stereo unspecified)	3	-0.2	15	9	2	6	10	4	5	4
COc1ccc(CNC(=O)Cn2cnc3c(=O)n(C)c(=O)n(C)c32)cc1	-1	-0.9	-75	20	-1	1	27	-2	4	0
C=CCc1c(C)nc(SCCC)[nH]c1=O	43	·	-35	5	5	-6	29	-8	-1	3
O=c1c2ccccc2c(C=NCCCN2CCOCC2)c(O)n1Cc1ccccc1	-21	-1.0	3	0	1	-6	51	9	-1	-11
O=C(N/N=C/c1ccc([N+](=O)[O-])s1)c1ccccc1Br	-28	-2.5	-14	47	9	4	·	-5	5	-10
O=C(O)/C=C/C(=O)Nc1ccc(Oc2ccc(NC(=O)/C=C/C(=O)O)cc2)cc1	-14	-7.1	-37	2	7	2	16	15	2	-13
CCCCN(CC)CCNC(=O)c1cc2c(=O)[nH]c3ccccc3c2s1	8	-0.7	26	-28	-3	5	3	-3	1	0
O=C(CN1CCc2ccccc2C1)NC1CCCC1	-14	0.1	-5	-7	-10	-1	-6	-4	0	-1
COc1ccc(CCNC(=O)Cn2nc([N+](=O)[O-])c(Br)c2C)cc1OC	16	0.2	21	-11	-4	2	45	3	1	-6
Cc1cccc2c1CC(C)(C)N/C2=C\C(N)=O	-8	0.2	2	-1	2	0	6	16	2	-2
COC(=O)CSc1nnc(-c2sc3cc(OC)ccc3c2Cl)n1C	-9	-0.8	-22	-2	2	-2	29	14	0	3
O=C(O)CCN(CCC(=O)O)c1ccccc1	3	-0.1	-8	-5	-2	-2	19	-3	2	-1
Cc1c(O)ccc(/C=N/Nc2nc(-c3cccnc3)nc3ccccc23)c1O	-14	2.4	-85	-77	0	-6	66	-1	-5	-5
c1ccc(-c2cc3n(c2)CCc2ccccc2-3)cc1	16	3.1	-29	-135	-1	5	13	1	-1	-1
Cc1cc(C)c(C#N)c(SCc2nnc(-c3ccccc3[N+](=O)[O-])o2)n1	36	2.1	-152	19	-6	12	-4	4	-4	20
CN[C@H]1CCc2cc(OC)c(OC)c(OC)c2-c2ccc(N(C)CC(OC)OC)c(=O)cc21	-11	1.9	4	70*	0	10	3	0	2	-8
CCN(CC)CCCNC(=O)c1cc(-c2ccc(Cl)cc2)on1	-42	-0.6	-4	-8	-7	-1	7	9	0	-35
COc1ccc(-c2nn(-c3ccccc3)cc2/C=C(/C#N)C(N)=O)cc1[N+](=O)[O-]	-21	-0.6	-29	20	-15	2	12	-5	1	-14
CCOC(=O)CC1C(=O)NCCN1C(=O)COc1ccc(Br)cc1C (stereo unspecified)	16	-0.1	-11	-11	-3	-3	13	2	0	6
Cc1ccc(N2Cc3ccccc3C2=S)cc1	33	1.6	-133	-154	7	-2	7	9	7	26
Cn1c(N)c(C(=O)COC(=O)C2=NNC(=O)CC2)c(=O)n(C)c1=O	1	-0.2	-10	0	-14	0	19	-19	-4	9
O=C(CCn1ccnc1)Nc1cc(Cl)ccc1O	-2	-0.2	2	-7	-3	7	1	-1	-1	2
CCOc1cc(C(=O)N2CCC3(CC2)NCCc2[nH]cnc23)cc(OCC)c1OCC	16	-0.2	-26	1	-3	-5	40	3	-8	-2
COc1ccc(C2CC(c3ccccc3Cl)Nc3ncnn32)cc1OC (stereo unspecified)	-10	-1.6	-5	26	1	1	23	-4	0	2
Cc1sc2nc(CSc3cccc(C(F)(F)F)c3)[nH]c(=O)c2c1C	82*	-0.2	-31	-7	-4	-4	17	1	-6	33
CCNc1nc(NCC)nc(OCC(=O)O)n1	-11	0.2	11	-6	9	0	17	2	0	-6
Cn1c(Cc2cccs2)nnc1SCC(=O)N1CCc2ccccc21	8	-1.5	-10	3	-2	0	0	-3	3	-3
NC(=O)NCc1ccc(F)cc1	3	-0.3	-14	9	-5	1	5	0	-5	-5
CCCS(=O)(=O)N1CCCC(C(=O)NCCCOC(C)C)C1 (stereo unspecified)	-8	0.1	13	2	-8	-4	15	-2	2	0
Cc1sc2nc(CSc3ccccc3)nc(N3CCOCC3)c2c1C	-12	0.7	-26	40	-4	3	11	30	-1	2
CCCCNC(=O)/C(C#N)=C/c1cccnc1	-10	-0.3	-2	21	-1	4	20	-10	3	2
Cc1ccc(-c2nnc(CSc3nc4cc5c(cc4cc3C)OCO5)o2)cc1	-1	-0.1	-42	0	4	-3	4	10	1	-2
O=c1c2ccccc2ncn1-c1ccc([N+](=O)[O-])cc1Cl	-52	-0.1	-17	12	-2	-4	13	6	3	-41
